# b-catenin transl: modulators of beta-catenin nuclear translocation, primary screen, imaging, HeLa cells, immunofluorescence, high-content; nuclear translocation activity, % at 5 µM; actives 0.3% (n = 190,000); AID 1665, 2009;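 active = nuclear translocation activity above 50% at 5 µM, with a well cell count of 50 or more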;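 also: per-cell ratio of nuclear to cytoplasmic median beta-catenin stain intensity; plate controls were DMSO negative control for no effect and GSK-3 inhibitor IX positive control for full effect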
#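 Technique: fluorescence imaging of beta-catenin antibody stain plus DAPI / Material: human HeLa cell line / Incubation: compound treatment 24 h, 37°C, 5% CO2 / Read-out basis: % activation of per-cell nuclear versus cytoplasmic median beta-catenin signal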
# MT stabilize HCS: microtubule stabilizers in HeLa cells, primary screen, imaging, high-content imaging; HeLa tubulin immunostaining HCS, 24 h; share of cells brighter than vehicle mean+2SD; % tubulin-high responders, % at 10 µM; actives 0.83% (n = 200,000);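 active = plate Z-score above 3 for both tubulin-high and condensed-nucleus cell shares, with cell loss under 80%, at 10 µM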;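 also: anti alpha tubulin signal scored within the nucleus-defined area of each cell; some results filed as inactive read as strong as hits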
# PhoP inhibition: inhibitors of PhoP regulon expression, primary screen, Salmonella Typhimurium, GFP reporter (AID 1863) | actives 0.16% (n = 300,000) | inhibition, % at 50 µM; hits with a dose series show IC50 in µM | S. Typhimurium PhoP-regulated promoter GFP reporter, 4 h; higher % means a stronger effect;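 active = inhibition over 29.93%, a cutoff 3 SD above the screen mean, later confirmed by dose response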;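 also: 0% = low Mg2+ inducing control and 100% = high Mg2+ repressing control; strong numbers were not always called active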
# Insulin prom up: insulin promoter activators in MIN6 cells, imaging, high-content screening, mouse beta cells; AID 1625, 2009; z-score at 5 µM; actives 0.3% (n = 190,000); MIN6 insulin promoter-GFP reporter; hits give high values;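 active = z-score above 3 at 5 µM with at least 500 cells counted in the well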
# Dynein transport: inhibitors of GR-EGFP nuclear translocation, primary screen, dynein cargo transport inhibitor project, imaging, high-content, 3617.4 mouse cells | test concentration mostly 20 µM; stimulated with dexamethasone, 1 µM; hits give low values | z-score, hits read low | actives 0.47% (n = 220,000) | AID 1381, 2008;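 active = plate z-score of nuclear minus cytoplasmic receptor signal below a set negative limit, without overly bright fluorescence or cell loss, cut at about -3.5 in these data, passing the limit was not always enough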;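 also: z-score of nuclear minus cytoplasmic ring GR-EGFP intensity difference per well; some compounds called inactive have numbers as strong as hits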
#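 Buffer or medium – tet-free medium with charcoal-stripped serum · Signal – automated 10x imaging of fixed Hoechst-stained cells · Also added – dexamethasone agonist, 1.0 µM final, for 30 min · Incubation – induction 48 h, compound 1 h, agonist 30 min · Read-out – GR-EGFP nuclear translocation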
# Autophagy HCS: autophagy modulators in MEF cells, primary screen, imaging, high-content, MEF GFP-LC3 | MEF GFP-LC3 puncta imaging; test concentration mostly 10 µM | actives 0.98% (n = 190,000) | calls only at 10 µM (by protocol);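 active = percentage of spot-positive cells more than 3 SD above its plate mean, without a fluorescence outlier flag or 80% toxicity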;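 also: spot-positive cell cutoff set from DMSO-treated cells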
# CSM14.1 death rescue: rescue of cells from ER stress-induced death, primary screen, 384-well, CSM14.1, thapsigargin, ATP luminescence (AID 1222). CSM14.1 thapsigargin-induced death rescue, ATP luminescence; higher % means a stronger effect. cellular ATP content (survival), % at 20 µM, or EC50 in µM where a hit was titrated. 190,000 tested, under 10 active;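 active = EC50 below 50 µM in the dose-response confirmation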;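 also: death triggered by thapsigargin at about 15 µM added after 2 h compound pretreatment; cell ATP read after overnight thapsigargin exposure of roughly 18 to 22 hours; normalized against plate controls of thapsigargin alone and 5% DMSO vehicle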
# Hep lipid drop: inhibitors of hepatocyte lipid droplet formation, primary screen, imaging, high-throughput imaging, BODIPY stain. inhibition, % at 6.5 µM. AML12 mouse hepatocytes, oleate lipid droplets. AID 1656, 2009. actives 0.4% (n = 240,000);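 active = lipid droplet intensity inhibited by at least 50%, with more than 500 cells counted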
#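 Assay system: AML12 mouse liver cells | Compound dosing: One dose, 6.5 µM compound | Read-out basis: Droplet intensity reduction, % inhibition | Measured by: Fluorescence imaging, 20x objective, two fields per well | Schedule: Overnight treatment with compound plus oleate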
# T cell modulator: modulators of CD8 T cell-vesicle binding, primary screen, mouse 2C CD8+ T cells, flow cytometry. 2C CD8+ T cell-vesicle binding; hits give low values. calls only at 7 µM. actives 0.068% (n = 330,000);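 active = response, share of CD8 T cells binding vesicles, and their 90th percentile fluorescence all below set limits, cut at about 80% in these data, passing the limit was not always enough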
#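 Assay system: 2C TCR transgenic mouse naive CD8+ T cells, MACS-purified | Read-out: CD8+ gate FL2 mean fluorescence as % of same-row positive control | Signal: High-throughput flow cytometry with anti-B7-1 and anti-CD8 staining | Timing: Binding step 1.5 h, 37 °C, antibody labelling 20 min, ice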
# Dynein transport cytoplasmic EGFP: second read-out of Dynein transport, no call of its own (marks repeat the call); z-score; measured here: cytoplasmic GR-EGFP intensity; hits give high values
# Dynein transport nuclear GR-EGFP: recorded beside Dynein transport, whose call it bears; z-score; measured here: nuclear GR-EGFP intensity;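 lower value marks the stronger effect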
# Dynein transport cell count: recorded beside Dynein transport, whose call it bears; z-score; measured here: cell count per field
# Insulin prom up cell count: recorded beside Insulin prom up, whose call it bears; cell count; measured here: cytotoxicity, nuclei count;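 total cells summed across four imaged fields per well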
# Hep lipid drop cells 6.5 µM: further read-out of Hep lipid drop, marked with its call; cell count; measured here: cell count, cytotoxicity flag;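 cells counted across two imaged fields per well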
# b-catenin transl cell count 5 µM: also measured in b-catenin transl; calls as there; cell count; measured here: cell count, cytotoxicity flag
# T cell modulator vesicle-bound %: second read-out of T cell modulator, no call of its own (marks repeat the call); double positive events, %; measured here: CD8+ vesicle-bound cell fraction;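 binding gate set so that unloaded-vesicle control wells show 10% double positive cells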
# MT stabilize HCS Hoechst-high %: recorded beside MT stabilize HCS, whose call it bears; % Hoechst-high responders; measured here: nuclear condensation Hoechst responders;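 share of cells brighter than vehicle mean plus two SD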
# MT stabilize HCS cytotoxicity %: recorded beside MT stabilize HCS, whose call it bears; toxicity, %; measured here: cytotoxicity by cell density;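 0% = mean cell density of plate MIN control wells and 100% = no cells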
# Autophagy HCS cell loss 18 h: second read-out of Autophagy HCS, no call of its own (marks repeat the call); toxicity, %; measured here: cell loss, nuclei count;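 cell loss after 18 h compound exposure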
# * = called active by the depositor; i = inactive; nt = not tested or not shown.
SMILES,b-catenin transl,b-catenin transl cell count 5 µM,MT stabilize HCS,MT stabilize HCS Hoechst-high %,MT stabilize HCS cytotoxicity %,PhoP inhibition,Insulin prom up,Insulin prom up cell count,Dynein transport,Dynein transport cytoplasmic EGFP,Dynein transport nuclear GR-EGFP,Dynein transport cell count,Autophagy HCS,Autophagy HCS cell loss 18 h,CSM14.1 death rescue,Hep lipid drop,Hep lipid drop cells 6.5 µM,T cell modulator,T cell modulator vesicle-bound %
COc1ccc(NC(=O)CO/N=C2/CCCc3nonc32)c(OC)c1,1.2,1101,2.9,2.1,6.2,1%,0.34,1252,-0.04,-0.2,-0.39,0.13,i,1,7.2%,3,734,i,38
Cc1cccc(/C=N/N2CCN(c3ccccc3)CC2)c1,0.0,1016,3.6,2.0,5.5,-1%,0.31,1336,-0.34,0.39,-0.46,-0.1,i,-2,-0.3%,-5,642,i,16
CCOC(=O)c1ccc2c(c1)nc(COc1ccc3ccccc3c1)n2CC,nt,nt,2.3,1.8,2.9,3%,0.84,1035,0.48,-0.2,0.29,-0.2,i,-6,-0.1%,2,691,i,32
COc1cc(NC(=O)CCCn2c(=S)[nH]c3ccccc3c2=O)cc(OC)c1OC,0.5,1134,1.0,2.3,7.5,-7%,-0.61,1203,-0.47,-0.27,-0.25,0.35,i,-41,-0.3%,16,772,i,37
Oc1ccc2c(ccc3[nH]cnc32)c1,1.8,1047,nt,nt,nt,-1%,-0.39,1457,0.54,-0.26,0.15,0.34,nt,nt,nt,2,821,i,47
CCc1nc2ccccc2nc1N1CCN(S(=O)(=O)c2c(C)cc(Cl)cc2C)CC1,0.1,1323,nt,nt,nt,-2%,0.66,1472,-0.29,-0.25,-0.24,0.64,nt,nt,nt,-57,693,i,39
C/C(=N\NC(=S)NCCc1ccccc1)c1ccc(Cl)cc1,-1.9,907,1.6,2.7,4.9,17%,0.45,1234,0.12,-0.32,-0.071,0.29,i,6,-3.5%,-1,655,i,27
COc1ccc(-c2csc(N=C(N)N)n2)cc1,-0.2,1530,2.8,1.8,0.8,29%,nt,nt,2.3,-0.16,2,-1.5,i,17,-2.1%,4,711,i,67
COCCNS(=O)(=O)c1cc(F)ccc1OC,-1.1,1059,2.8,2.5,20,0%,-0.45,1965,-0.24,-0.25,0.0012,-0.69,i,-6,-3.6%,-6,652,i,32
COC(=O)c1c(C(=O)OC)c2oc3ccccc3n2c1Cl,-3.6,1243,2.0,1.5,8.8,8%,-1.3,905,-0.3,0.083,0.17,-0.041,i,-5,0.1%,-2,792,i,51
O=C(CCc1nc(-c2ccccn2)no1)NCc1ccc2c(c1)OCO2,2.3,1227,nt,nt,nt,-8%,-0.18,1042,0.35,-0.22,1.2,-0.45,nt,nt,nt,5,730,i,28
O=C(N/N=C/c1cccs1)C(=O)N1CCCC1,0.6,1584,2.5,1.9,3.7,3%,-0.33,1395,0.1,-0.3,0.15,0.32,i,14,1.0%,12,731,i,12
COCC(C)n1c(C)cc(C(=O)COC(=O)c2ccc(N3CCCC3=O)cc2)c1C (stereo unspecified),2.1,1191,1.9,1.0,4.0,0%,0.55,961,-0.087,-0.16,-0.22,-0.24,i,3,1.4%,-2,767,i,23
Cn1c(=O)c2c(ncn2CCCNC2=CC(C)(C)CC(=O)C2)n(C)c1=O,nt,nt,2.9,2.5,8.9,7%,0.47,1188,0.43,-0.22,0.55,-0.79,i,1,-0.8%,6,721,nt,nt
O=C(NC1CCCCC1)n1c(=O)oc2cc(S(=O)(=O)N3CCCCC3)ccc21,-3.2,1199,1.6,2.0,6.8,7%,1.7,1135,0.038,-0.19,-0.17,0.37,i,2,-1.7%,nt,nt,i,52
COc1ccc(N2CCN(C(CNS(=O)(=O)c3cccs3)c3cccnc3)CC2)cc1 (stereo unspecified),nt,nt,1.8,1.4,5.1,9%,-1.6,830,-1.1,-0.14,-0.28,0.73,i,6,1.2%,0,758,i,19
C1COCCNCCOCCOCCOCCN1,nt,nt,2.0,2.1,6.9,-10%,0.21,1448,-0.8,-0.3,-0.56,0.39,i,-8,0.9%,0,757,i,47
CCSc1cc(N2CCCC2)nc(-c2ccccc2Cl)n1,-1.1,526,2.8,3.0,5.0,2%,0.06,1267,-0.37,0.27,-0.23,0.051,i,-8,1.3%,-2,709,i,3
O=S(=O)(NCc1ccco1)c1ccccc1Br,-1.0,1118,nt,nt,nt,0%,0.27,1054,-0.59,-0.79,-0.33,0.24,nt,nt,nt,-5,831,i,26
CC1(O)CC(c2ccc(Cl)cc2)=NN1C(=O)c1ccc([N+](=O)[O-])cc1 (stereo unspecified),-0.8,917,2.0,1.6,3.4,-9%,-0.2,1476,-1,-0.38,-0.33,0.67,i,9,3.0%,1,653,i,41
O=c1[nH]c2cc3c(cc2cc1CN(Cc1cccnc1)Cc1nnnn1Cc1ccco1)OCCO3,0.0,1050,1.8,1.8,5.6,-5%,-1,944,2.5,-0.18,2,-0.87,i,1,1.7%,-13,753,i,20
CCN(CC)c1ccc(C=Nc2ccc(C)cc2)c(O)c1,-1.0,525,4.5,2.4,2.6,1%,nt,nt,1.8,0.075,0.89,-2.3,i,-4,-4.1%,0,765,i,40
CCC(C(=O)c1ccccc1)N(C(=O)c1ccccc1Cl)N1C(=O)C2C3C=CC(C3)C2C1=O (stereo unspecified),nt,nt,2.7,1.9,7.2,24%,nt,nt,0.42,-0.21,0.49,0.34,i,7,3.8%,nt,nt,i,62
O=C(Nc1ccc(S(=O)(=O)N2CCCCC2)cc1)C1CCCN(C(=O)c2ccc(Cl)cc2)C1 (stereo unspecified),1.1,492,2.0,2.4,5.2,-4%,0.17,1123,-0.13,-0.29,-0.12,0.2,i,5,-2.5%,2,608,i,35
NC(=O)CC(NC(=O)Cc1ccc(Br)cc1)c1ccc(N2CCN(c3ccc(F)cc3)CC2)c([N+](=O)[O-])c1 (stereo unspecified),0.5,1318,nt,nt,nt,-1%,-0.42,926,-0.51,-0.71,-0.29,0.17,nt,nt,nt,3,783,i,35
O=C(O)c1ccc(N2C(=O)CC(N3C(=O)/C(=C/c4ccc(Cl)cc4)SC3=S)C2=O)cc1 (stereo unspecified),-3.6,1179,nt,nt,nt,16%,0.27,1453,0.95,-0.13,0.43,-1.5,nt,nt,nt,-3,681,i,6
COc1cc(CCC(=O)Nc2ccc(S(=O)(=O)NC3=NCCCCC3)cc2)cc(OC)c1OC,-3.2,1068,4.2,2.8,7.2,-3%,0.04,1387,0.23,-0.16,0.76,-1.3,i,0,-1.9%,14,639,i,51
COc1ccc(C)cc1NC(=S)NNC(=O)c1ccccc1Cl,-11,1201,1.4,1.9,9.3,-17%,nt,nt,-0.91,-0.062,-0.56,0.009,i,-1,-4.0%,13,849,i,28
CCOC(=O)C1CCCN(S(=O)(=O)c2ccc(Br)s2)C1 (stereo unspecified),-0.1,976,2.2,1.8,4.9,3%,-0.23,1166,-0.27,-0.25,-0.1,-0.67,i,0,-2.0%,-1,786,i,7
CC1(C)CC(NC(=O)CCc2ccccc2)CC(C)(C)N1,-4.1,973,4.3,1.4,3.3,-1%,-0.39,1285,-0.89,-0.22,-0.3,0.56,i,17,-0.4%,nt,nt,i,28
Cc1cc(-c2nnc(CCC(=O)N(C)Cc3cccc4ccccc34)o2)no1,-2.3,1011,1.2,0.8,0.6,nt,-0.22,1618,0.49,-0.15,0.59,-0.34,i,-9,3.6%,-13,647,i,16

# Reformatted: results already given.
# Every second line gives: b-catenin transl, b-catenin transl cell count 5 µM, MT stabilize HCS, MT stabilize HCS Hoechst-high %, MT stabilize HCS cytotoxicity %, PhoP inhibition, Insulin prom up, Insulin prom up cell count, Dynein transport, Dynein transport cytoplasmic EGFP, Dynein transport nuclear GR-EGFP, Dynein transport cell count, Autophagy HCS, Autophagy HCS cell loss 18 h, CSM14.1 death rescue, Hep lipid drop, Hep lipid drop cells 6.5 µM, T cell modulator, T cell modulator vesicle-bound %
> CCN(CC)c1ccc(C=Nc2ccc(C)cc2)c(O)c1
 : -1.0, 525, 4.5, 2.4, 2.6, 1%, nt, nt, 1.8, 0.075, 0.89, -2.3, i, -4, -4.1%, 0, 765, i, 40
> NC(=O)CC(NC(=O)Cc1ccc(Br)cc1)c1ccc(N2CCN(c3ccc(F)cc3)CC2)c([N+](=O)[O-])c1 (stereo unspecified)
 : 0.5, 1318, nt, nt, nt, -1%, -0.42, 926, -0.51, -0.71, -0.29, 0.17, nt, nt, nt, 3, 783, i, 35
> O=C(O)c1ccc(N2C(=O)CC(N3C(=O)/C(=C/c4ccc(Cl)cc4)SC3=S)C2=O)cc1 (stereo unspecified)
 : -3.6, 1179, nt, nt, nt, 16%, 0.27, 1453, 0.95, -0.13, 0.43, -1.5, nt, nt, nt, -3, 681, i, 6
